WRN helicase inh: qHTS for Inhibitors of WRN Helicase | Bifunctional 3'-5' exonuclease/ATP-dependent helicase WRN (Homo sapiens), Q14191 | WRN helicase unwinding, fluorescent forked duplex, kinetic | Potency, µM (doses to about 114 µM), without a hit: at the top dose activity change, negative = inhibition, hits mostly inhibitors | 360,000 compounds, 0.46% hits | AID 651768, 2012; further: potency means the concentration at half of the fitted maximal effect; on the % scale 0 is the no-effect control and ±100 the full control effect; nearly all actives have a fitted effect of over 55% in size
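WRN at 20 nM final was preincubated with compound for 15 min at room temperature; reaction started with 100 nM forked duplex oligonucleotide carrying fluorophore and quencher plus 2 mM ATP (final). Unwinding followed kinetically by red fluorescence (ex 525/em 598 nm).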
CCT modulator: High-Throughput Screening for Modulators of Cytosolic Chaperonin Activity | purified chaperonin ATPase assay, HTRF ADP detection, 30 min | activity change, % (test concentration not listed), hits read low | 360,000 compounds, 0.3% hits | AID 651819, 2012; in the data active means activity change below about -30%; further: on the % scale 0 is the no-effect control and ±100 the full control effect
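TRiC at 40 or 20 nM final (batch-dependent) in 30 mM Tris pH 7.4, 100 mM KCl, 5 mM MgCl2, 1 mM DTT, with compound at single 76 uM and 10 uM ATP, 30 min at 37 deg C. ADP detected by HTRF Transcreener, 665/615 ratio.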
EPAC1 ag: qHTS for Agonist of cAMP-regulated guanine nucleotide exchange factor 3 (EPAC1): primary screen. Rap guanine nucleotide exchange factor 3 (Homo sapiens), O95398. EPAC1 agonist qHTS, biochemical assay; response scale: 100% = response to 6.5 mM cAMP. Potency, µM (highest dose often 154 µM), inactives show at the highest dose activation, usual class: activators. 360,000 compounds, 0.073% hits; further: potency means the concentration at half of the fitted maximal effect; nearly all actives have a fitted effect of over 60% in size
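Fluorescent GDP-exchange assay: 100 nM EPAC1 with 250 nM Rap1B preloaded with BODIPY-GDP and 50 uM GDP; compounds tested as concentration series, 5 min at room temperature, then read every 5 min for 30 min (ex 480/em 540 nm); normalized to 6.5 mM cAMP.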
PI5P4K alpha inh: qHTS for Inhibitors of phosphatidylinositol 5-phosphate 4-kinase (PI5P4K); AID 652105, 2013; Phosphatidylinositol 5-phosphate 4-kinase type-2 alpha (Homo sapiens), P48426; 330,000 compounds, 1.2% hits; PI5P4Kalpha enzyme, ADP-Glo luminescence, 60 min; stronger effect = lower value; max response, %; active means max response of -50% or lower; inconclusive means between -30% and -50%; inactive means -30% or higher; further: value at the top dose of about 77 µM; on the % scale 0 is the no-effect control and ±100 the full control effect
Target sequence (P48426 whole entry, looked up): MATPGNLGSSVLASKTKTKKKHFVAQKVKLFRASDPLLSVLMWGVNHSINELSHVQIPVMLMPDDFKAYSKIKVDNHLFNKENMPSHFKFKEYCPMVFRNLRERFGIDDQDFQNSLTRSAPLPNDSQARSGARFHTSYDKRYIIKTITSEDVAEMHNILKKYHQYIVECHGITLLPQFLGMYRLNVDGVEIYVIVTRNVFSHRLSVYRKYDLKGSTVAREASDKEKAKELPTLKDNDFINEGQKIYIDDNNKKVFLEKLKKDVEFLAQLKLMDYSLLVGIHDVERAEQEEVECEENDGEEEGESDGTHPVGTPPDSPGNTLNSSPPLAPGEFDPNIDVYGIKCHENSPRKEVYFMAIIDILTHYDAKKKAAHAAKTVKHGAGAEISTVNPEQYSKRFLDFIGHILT
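Enzyme plus substrate dispensed, test compounds pinned in, then ATP (5 microM final) added. After 60 min at RT, ADP-Glo reagent 1 for 45 min and reagent 2 for 30 min preceded luminescence imaging.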
EPAC1 antagonist: qHTS for Antagonist of cAMP-regulated guanine nucleotide exchange factor 3 (EPAC1): primary screen | Rap guanine nucleotide exchange factor 3 (Homo sapiens), O95398 | EPAC1 GEF assay, Rap1b-BODIPY-GDP exchange fluorescence | Potency, µM (titrated, usually from 115 µM), inactives show at the top dose activity change, negative = inhibition, most hits filed as inhibitors | 360,000 compounds, 0.14% hits;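 further: potency means the concentration at half of the fitted maximal effect; plate controls were vehicle for no effect and positive control for full effect; nearly all actives have a fitted effect of over 50% in size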
PLK1 PBD inh: qHTS for Inhibitors of PLK1-PDB (polo-like kinase 1 - polo-box domain): Primary Screen. Potency, µM, for inactives: max response, negative = inhibition, most hits filed as inhibitors. 360,000 compounds, 2.8% hits. Plk1 PBD binding of FITC phosphopeptide, fluorescence polarization. AID 720504, 2013; further: potency means the concentration at half of the fitted maximal effect; series mostly up to about 57 µM; on the % scale 0 is the no-effect control and ±100 the full control effect; nearly all actives have a fitted effect of over 65% in size
IL2 activator: qHTS of IL-2 Activators; IL-2 activation reporter assay, cell-based qHTS; stimulated with anti-CD3/CD4/CD28 beads; in transgenic mouse T cells; activation, % (series mostly up to about 46 µM); AID 652025, 2013; 360,000 compounds, 0.065% hits; in the data active means activation above about 50%; inconclusive means mostly about 30% to 49%; further: 0% is about no effect
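EGFP and DsRed fluorescence is measured by plate cytometry in unstimulated transgenic mouse T cells exposed to compound for 60 minutes, then stimulated 18 hours at 37 degrees C with anti-CD3/anti-CD4 beads plus anti-CD28.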
EPAC2 ag: qHTS for Agonist of cAMP-regulated guanine nucleotide exchange factor 4 (EPAC2): primary screen | EPAC2 activation, biochemical qHTS; response scale: 100% = 6.5 mM cAMP response | 360,000 compounds, 0.079% hits | Potency, µM (series often up to 154 µM), for the others: top-dose activation, actives largely listed as activators | Rap guanine nucleotide exchange factor 4 (Homo sapiens), Q8WZA2 | AID 720711, 2013; further: potency means the concentration at half of the fitted maximal effect; nearly all actives have a fitted effect of over 50% in size
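Guanine nucleotide exchange by EPAC2 is measured as reduced fluorescence of BODIPY-GDP once it is released from 250 nM Rap1B. Plates are read kinetically for 30 min at room temperature; results are scaled to 6.5 mM cAMP.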
An asterisk follows results filed as active; ? = inconclusive; . = not tested or not shown; [ ] = dose if it differs, or a comment. Unless noted, the call rests on the fitted dose curve; in most records, active means well fitted curve in the direction sought with a large enough effect; inconclusive means small, poorly fitted or top-dose-only effect, or another doubt; inactive means no such curve, though single readings can be large; an effect the other way counts as inactive or inconclusive. Only part of the results is shown; the hit share may differ from the screen's.

SMILES	WRN helicase inh	CCT modulator	EPAC1 ag	PI5P4K alpha inh	EPAC1 antagonist	PLK1 PBD inh	IL2 activator	EPAC2 ag
O=C(CCN1C(=O)COc2ccccc21)NCCN1CCN(c2cccc(Cl)c2)CC1	2.4%	-1.7	-7.1%	.	5.2%	-1.4%	-0.5	-0.2%
O=C(C1CC1)N1CCN(C(c2ccccc2)c2ccccc2)CC1	-2.8%	-6.9	10.4%	.	-7.7%	-13.5%	-1.4	9.7%
CCNc1c(NS(=O)(=O)c2ccc(OC)c(Cl)c2)c(=O)oc2ccccc12	-5.6%	2.0	-5.3%	-0.6	15.8%	-14.1%	0.9	5.4%
Cc1cc(C(=O)Nc2ccc(Cl)cc2)c2ccccc2n1	-4.0%	0.4	5.1%	1.8	-3.2%	-4.1%	-1.1	3.8%
COc1ccccc1CNC(=O)COC(=O)c1cccnc1SCC(=O)NCc1ccccc1OC	-4.1%	-19.0	-11.2%	-15.3	-2.1%	-11.6%	6.6	4.9%
Cc1oc2ccc(OCc3ccc(Br)cc3)cc2c1C(=O)O	0.3%	1.3	7.3%	?	8.9%	?	0.2	1.1%
Cc1cc2cc(CN(CCCN3CCOCC3)C(=O)NC3CCCCC3)c(=O)[nH]c2cc1C	2.1%	-0.9	0.1%	.	-14.3%	-2.4%	-2.6	2.1%
CC(C)(C)NCc1cc(Br)ccc1OCc1cccs1	-5.6%	-1.8	12.2%	-4.1	-0.4%	2.0%	-1.8	-3.8%
CCC(=O)c1ccc(OCC(O)CNCc2ccc(F)cc2)cc1 (stereo unspecified)	7.7%	-0.4	10.6%	0.8	-1.4%	-9.8%	0.2	7.9%
CC(=O)C1=C(C)N(Cc2ccccc2)C(=O)N[C@H]1c1cccc(F)c1	-6.6%	2.1	-6.6%	-2.6	-21.4%	-3.3%	-0.3	-6.0%

Complete entries from above. Values in the order: WRN helicase inh, CCT modulator, EPAC1 ag, PI5P4K alpha inh, EPAC1 antagonist, PLK1 PBD inh, IL2 activator, EPAC2 ag
Entry for CC(=O)C1=C(C)N(Cc2ccccc2)C(=O)N[C@H]1c1cccc(F)c1 → -6.6%, 2.1, -6.6%, -2.6, -21.4%, -3.3%, -0.3, -6.0%
Entry for Cc1cc2cc(CN(CCCN3CCOCC3)C(=O)NC3CCCCC3)c(=O)[nH]c2cc1C → 2.1%, -0.9, 0.1%, ., -14.3%, -2.4%, -2.6, 2.1%
Entry for Cc1cc(C(=O)Nc2ccc(Cl)cc2)c2ccccc2n1 → -4.0%, 0.4, 5.1%, 1.8, -3.2%, -4.1%, -1.1, 3.8%
Entry for O=C(CCN1C(=O)COc2ccccc21)NCCN1CCN(c2cccc(Cl)c2)CC1 → 2.4%, -1.7, -7.1%, ., 5.2%, -1.4%, -0.5, -0.2%

Remaining list, next part
SMILES	WRN helicase inh	CCT modulator	EPAC1 ag	PI5P4K alpha inh	EPAC1 antagonist	PLK1 PBD inh	IL2 activator	EPAC2 ag
CC(=O)Nc1ccc(NC(=O)c2ccc(Cn3cc(Cl)cn3)cc2)cc1	1.4%	-2.5	14.5%	-7.3	1.2%	-3.0%	-0.1	-3.0%
O=C(CCN1C(=O)COc2ccccc21)NCCN1CCN(c2ccccc2F)CC1	-7.4%	1.6	8.3%	.	8.0%	-2.0%	-0.3	6.6%
CC1(C)Cc2c(cnn2-c2ccc(F)cc2)C(NC(=O)CCC(F)(F)F)C1 (stereo unspecified)	4.9%	-1.8	-4.0%	-3.2	-24.1%	-8.5%	-0.7	1.3%
O=C(CSc1nnc2c(n1)[nH]c1ccccc12)N1CCCCC1	-22.5%	-0.2	-8.0%	4.8	?	-14.1%	1.2	1.3%
CCCCC(=O)N(C)c1c(CC)nc2c(OCC3CCCCC3)cccn12	2.0%[57.1 µM]	0.1	-6.7%	-1.9	?	-13.5%	-0.9	-1.6%
O=C1NC[C@@H](CCCCN2C[C@H](Cc3ccccc3)N(Cc3ccccc3)C(=O)C2=O)N(Cc2ccccc2)C1=O	-1.5%	-0.9	-8.3%	-1.4	-11.0%	-7.3%	-0.2	11.5%
CC(C)N(C(=O)COC(=O)c1ccccc1C(=O)c1ccc(Cl)c([N+](=O)[O-])c1)C(C)C	-7.4%	2.2	-2.5%	11.2	-8.8%	-4.8%	-6.0	-4.0%
COc1ccc(/C=C(\NC(=O)c2ccccc2)C(=O)N2CCC(C)CC2)cc1	-6.0%	3.3	-5.8%	3.5	-10.2%	2.8%	0.3	-0.8%
O=C(Cc1ccccc1)Nc1ccc(Cl)cn1	?	2.4	-0.6%	6.3	-17.5%	-25.1%	0.3	13.2%
CC1CCCC(C)N1C(=O)CSc1nnc(COc2ccc(F)cc2)o1 (stereo unspecified)	-2.9%	2.1	-4.8%	2.0	-10.5%	-7.4%	-1.1	0.5%
CCN(C(=S)Nc1ccccc1F)C1CCCCC1	-5.1%	-0.6	2.4%	.	-4.6%	-4.2%	0.5	4.5%
Cc1cc(NC(=O)/C=C/c2cccc(Cl)c2)n(-c2nc3ccccc3[nH]2)n1	-8.9%	-2.0	13.2%	17.2	-8.4%	-6.6%	1.0	8.8%
NC(=O)CN1N=C(c2cc(Cl)sc2Cl)CSC1=O	2.6%	-3.3	-1.3%	1.9	-12.9%	-6.9%	-3.2	0.1%
O=C1Nc2ccccc2N(O)N1c1cc(-c2cccc(Cl)c2)no1	-6.2%	0.3	10.1%	.	-1.9%	-1.4%	-3.2	10.7%
Cn1c(=O)c2c(nc(SCCN3CCOCC3)n2C)n(C)c1=O	4.5%	0.0	-9.2%	-1.2	3.3%	-3.2%	1.8	-2.5%
COc1cccc(NC(=S)N(CCCN2CCOCC2)Cc2cn(C)c3ccccc23)c1	-1.4%	-1.4	7.7%	2.1	-10.7%	-6.7%	-4.9	7.9%
O=C1Cc2cc(NS(=O)(=O)c3ccc(F)cc3)cc3c2N1CCC3	0.4%	-1.9	3.7%	-0.1	-0.7%	-11.4%	-3.2	3.0%
O=c1nc2ccccc2c2n1CC(CN1CCN(Cc3ccccc3)CC1)N2 (stereo unspecified)	-2.2%	0.7	-2.8%	2.6	4.6%	-2.8%	-0.3	-4.9%
CSc1ccccc1C(=O)Nc1ccc2c(c1)OCO2	-17.0%	-0.7	-1.5%	-2.3	-17.5%	-12.1%	-2.5	0.9%
O=C(c1ccc2c(=O)n3c(nc2c1)CCCCC3)N1CCN(c2cccc(Cl)c2)CC1	-2.7%	0.3	1.3%	1.0	-6.0%	1.2%	-2.6	-6.3%

High-throughput results (PubChem)
